Screening data from PubChem.
OXTR potentiator: potentiators of human oxytocin receptor; activation, % at 3 µM; CHO-OTR cells, Fluo-8 calcium fluorescence, potentiator mode; 0% = oxytocin EC15, 100% = EC100; 0.061% of 320,000 active; P30559;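 active = activation above that plate's cutoff, the mean activation of tested compounds plus 3 SD, cut at about 6.6% in these data, passing the limit was not always enough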;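 also: 100% uses oxytocin at 75 nM as the full agonist control; some results filed as inactive read as strong as hits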
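Assay system: CHO cell line stably expressing human OTR | Also added: Oxytocin at about EC15, sub-maximal agonist stimulus | Times: Compound 6 min at room temperature before oxytocin, 100 s read | Measured by: Fluo-8 intracellular calcium fluorescence, ex 470-495, em 515-575 nm | Controls: EC15 oxytocin alone as 0%, 75 nM oxytocin as 100%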
CHO-K1 Ca ag: M1 agonist counterscreen hit in parental CHO-K1 cells; Fluo-8 calcium fluorescence; scaled to maximal ATP response, vehicle zero; activation, % at 3 µM; 0.48% of 360,000 active; AID 602248; in the data active = activation above about 15%;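 also: untransfected CHO-K1 host cells lacking M1 receptor as counterscreen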
CHO-K1 Ca antag: counter-screen for M1 antagonists: effect in parental CHO-K1 cells | inhibition, % at 3 µM | ATP-induced calcium, Fluo-8 fluorescence | 0.6% of 360,000 active;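 active = inhibition above a per-plate cutoff, the plate's mean sample inhibition plus 3 SD, cut at about 24% in these data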;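 also: 0% = DMSO plus EC80 ATP and 100% = DMSO alone without ATP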
M1 PAM parental: M1 PAM counterscreen hit in parental CHO-K1 cells | ATP EC20, Fluo-8 calcium fluorescence; 0% at ATP EC20, 100% at ATP max | activation, % at 3 µM | 0.02% of 360,000 active;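 active = activation above the run cutoff, the mean activation of all test compounds plus 3 SD, cut at about 40% in these data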;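 also: peak over basal fluorescence ratio in a 140 s read after ATP addition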
CHO parental Ca: signal in parental CHO cells, OX1R antagonist counter-screen | AID 463079 | 0.63% of 330,000 active | parental CHO-K1, ATP-induced calcium, Fluo-8 fluorescence | inhibition, % at 5.6 µM;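 active = inhibition above that plate's mean sample inhibition plus 3 SD, cut at about 26% in these data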;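 also: 0% = ATP-challenged DMSO wells and 100% = DMSO wells without ATP; some compounds past the cut are filed as inactive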
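Assay system – parental CHO cells · Reagent – ATP stimulus · Detection – intracellular calcium via Fluo-8 no-wash fluorescent dye · Evaluation – percent inhibition of ATP-evoked calcium rise, normalized to controls · Controls – ATP wells versus no-ATP DMSO wells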
TAAR1 antag: antagonists of human TAAR1. 1.5% of 360,000 active. AID 624466. CHO RD-HGA16 TAAR1, Fluo-8 calcium fluorescence, antagonist. inhibition, % at 3 µM;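 active = inhibition above a per-plate cutoff, the mean inhibition of test compounds on that plate plus 3 SD, cut at about 49% in these data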;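 also: 0% = DMSO plus EC80 beta-PEA response and 100% = DMSO alone without agonist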
Target sequence (Q96RJ0 whole entry, looked up): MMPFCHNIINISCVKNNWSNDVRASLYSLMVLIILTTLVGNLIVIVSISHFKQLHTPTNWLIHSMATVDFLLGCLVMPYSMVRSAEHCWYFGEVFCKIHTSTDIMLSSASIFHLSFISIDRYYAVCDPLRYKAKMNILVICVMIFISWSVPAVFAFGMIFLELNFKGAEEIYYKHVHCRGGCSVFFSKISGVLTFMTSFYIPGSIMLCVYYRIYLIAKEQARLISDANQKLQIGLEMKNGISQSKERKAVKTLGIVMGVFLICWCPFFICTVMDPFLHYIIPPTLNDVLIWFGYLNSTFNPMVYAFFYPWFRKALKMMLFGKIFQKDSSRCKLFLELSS
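test system = CHO RD-HGA16 cells bearing hTAAR1 | replication = singlicate | controls = DMSO-only wells and EC80 β-PEA-stimulated wells | reagent = EC80 β-phenethylamine stimulus | read-out basis = percent inhibition of PEA-evoked calcium signal, max/basal emission ratio | schedule = seeding 17-24 h prior, 75-min 37 °C, 30-min RT dye loading | signal = kinetic Fluo-8 calcium fluorescence measurement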
OXTR agonist: human OXTR agonism | P30559 | CHO-OTR cells, Fluo-8 calcium fluorescence; normalized: DMSO 0%, oxytocin 100% | activation, % at 3 µM | 0.32% of 320,000 active | AID 2435;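 active = activation above the mean of all tested compounds plus 3 SD, cutoff set per screening run, cut at about 20% in these data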;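 also: peak over basal fluorescence ratio from a 100 s FLIPR kinetic read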
GPR7 antagonist: blocks human GPR7 receptor signaling | GPR7-expressing cells, fluorescence antagonist assay | 1.1% of 290,000 active | inhibition, % at 4.4 µM | P48145; in the data active = inhibition above about 16%, passing the limit was not always enough;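 also: cells stimulated with the agonist NPW; 0% = agonist with vehicle and 100% = vehicle without agonist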
V1R ag counter: V1a receptor agonism, counter-screen for OXTR agonists. CHO-V1R cells, Fluo-8 calcium fluorescence, agonist mode; 0% DMSO, 100% 3 nM vasopressin. activation, % at 3 µM. P37288. AID 2797. 0.25% of 320,000 active;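 active = activation above the mean activation of all tested compounds plus 3 SD, per screening run, cut at about 20% in these data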;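 also: signal is peak over basal fluorescence ratio across a 100 second FLIPR read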
Target sequence (P37288 whole entry, looked up): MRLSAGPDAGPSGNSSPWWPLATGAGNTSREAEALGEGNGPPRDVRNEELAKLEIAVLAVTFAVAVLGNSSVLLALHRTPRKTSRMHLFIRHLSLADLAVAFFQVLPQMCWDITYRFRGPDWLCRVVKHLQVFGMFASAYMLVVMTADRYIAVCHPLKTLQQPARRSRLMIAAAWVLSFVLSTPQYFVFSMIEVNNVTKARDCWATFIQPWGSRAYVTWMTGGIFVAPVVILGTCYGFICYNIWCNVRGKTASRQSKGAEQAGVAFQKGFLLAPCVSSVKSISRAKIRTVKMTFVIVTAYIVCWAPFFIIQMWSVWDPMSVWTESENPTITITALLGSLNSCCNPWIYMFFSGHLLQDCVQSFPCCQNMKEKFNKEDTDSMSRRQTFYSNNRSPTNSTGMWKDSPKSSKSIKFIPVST
Numbers without * were called inactive; . = not tested or not shown. Compounds were not picked by outcome; any-hit rate near 3.5%.

Second line of a record – CHO-K1 Ca ag	OXTR potentiator	V1R ag counter	GPR7 antagonist	CHO parental Ca	OXTR agonist	CHO-K1 Ca antag	TAAR1 antag	M1 PAM parental
1) O=C1/C(=C/c2ccccc2)Nc2ccccc21
  -0.1	-9	42*	18	36*	46*	-27	10	13
2) CSc1ccc(CN(C)C(=O)C23CC4CC(CC(Cl)(C4)C2)C3)cc1
  0.3	-9	-0.3	11	-29	-1.9	-5	45	-8
3) Cc1nc(C)c(-c2csc(Nc3ccccn3)n2)s1
  4.8	-18	2.3	-8	-10	-0.1	-19	-18	26
4) O=C(CSc1nnc(Cc2cc(=O)[nH]c(=O)[nH]2)n1-c1ccc(Cl)cc1)N1CCc2ccccc21
  .	5	0.5	-8	0	0.8	.	.	.
5) COc1cc(/C=N/Nc2ccc(Cl)cc2)ccc1OC(=O)c1cccs1
  0.0	-6	-1.4	11	-9	-2.3	-2	1	12
6) CC(=O)c1cccc(NC(=O)Oc2ccccc2)c1
  0.1	-2	2.4	-7	-2	1.6	-8	0	9
7) O=C(COC(=O)c1cc(S(=O)(=O)N2CCCCC2)ccc1N1CCOCC1)c1ccccc1Cl
  -0.3	.	.	.	.	.	2	-2	-8
8) CCNc1nc(NC(C)(C)C)nc(N(CC)n2cnnc2)n1
  -0.1	-1	-0.1	-10	-6	-0.7	-17	-13	-2
9) COC(=O)c1ccsc1NC(=O)CSc1nnnn1-c1ccccc1SC
  4.8	-11	10	-1	-22	2.2	-4	20	10
10) CCOC(=O)C1CCN(Cc2cnc(Oc3ccc(OC)cc3)s2)CC1
  0.5	-10	0.5	8	-8	-0.6	7	-13	10

The final 2 records of the part above lead into the next.
Second line of a record – CHO-K1 Ca ag	OXTR potentiator	V1R ag counter	GPR7 antagonist	CHO parental Ca	OXTR agonist	CHO-K1 Ca antag	TAAR1 antag	M1 PAM parental
9) COC(=O)c1ccsc1NC(=O)CSc1nnnn1-c1ccccc1SC
  4.8	-11	10	-1	-22	2.2	-4	20	10
10) CCOC(=O)C1CCN(Cc2cnc(Oc3ccc(OC)cc3)s2)CC1
  0.5	-10	0.5	8	-8	-0.6	7	-13	10
11) COc1ccccc1C(=O)NC(CCSC)C(=O)NC1CC1 (stereo unspecified)
  0.0	-8	1.1	.	-15	0.1	-15	2	15
12) O=C(NCC1CCCO1)c1ccc2c(=O)n(CC3CCCO3)c(SCC(=O)N3CCCC3)nc2c1 (stereo unspecified)
  4.0	-26	0.6	-6	-19	-1.1	-6	-16	16
13) OC[C@H]1O[C@@H](n2cnc3c(Nc4ccccc4)ncnc32)[C@H](O)[C@@H]1O
  -0.3	-2	1.7	-13	3	0.1	1	2	11
14) Cc1cc(Cl)ccc1OCCCC(=O)Nc1cccc(-n2cnnn2)c1
  8.9	-12	6.5	37*	17	5.3	-6	53*	-5
15) COC(=O)N1c2ccccc2C=Cc2ccccc21
  0.3	-4	-1.0	-19	-8	-2.6	-8	19	22
16) COc1cccc(CN2CCNC(=O)C2CC(=O)N(C)Cc2cnccn2)c1OC (stereo unspecified)
  -0.2	-19	-0.7	6	13	-0.3	-2	2	10
17) c1ccc2c(c1)C1=NCCN1c1ccccc1-2
  0.9	.	.	.	.	.	-16	-3	18
18) O=S1(=O)CC=C(CSc2nc3ccccc3[nH]2)C1
  -0.1	0	0.6	-4	-10	-0.5	13	-7	-7
19) COC(=O)c1ccc(N2CN=C(c3ccc(C)cc3)NC2=S)cc1
  0.1	-5	-0.3	-6	-14	1.0	-2	-11	0
20) Cc1ccc2ncccc2c1N
  0.8	-12	0.6	-19	-12	-0.3	-12	-14	19

Ordered by heavy-atom count (ascending): twelve of the compounds above
Second line of a record – CHO-K1 Ca ag	OXTR potentiator	V1R ag counter	GPR7 antagonist	CHO parental Ca	OXTR agonist	CHO-K1 Ca antag	TAAR1 antag	M1 PAM parental
20) Cc1ccc2ncccc2c1N
  0.8	-12	0.6	-19	-12	-0.3	-12	-14	19
17) c1ccc2c(c1)C1=NCCN1c1ccccc1-2
  0.9	.	.	.	.	.	-16	-3	18
18) O=S1(=O)CC=C(CSc2nc3ccccc3[nH]2)C1
  -0.1	0	0.6	-4	-10	-0.5	13	-7	-7
15) COC(=O)N1c2ccccc2C=Cc2ccccc21
  0.3	-4	-1.0	-19	-8	-2.6	-8	19	22
11) COc1ccccc1C(=O)NC(CCSC)C(=O)NC1CC1 (stereo unspecified)
  0.0	-8	1.1	.	-15	0.1	-15	2	15
19) COC(=O)c1ccc(N2CN=C(c3ccc(C)cc3)NC2=S)cc1
  0.1	-5	-0.3	-6	-14	1.0	-2	-11	0
13) OC[C@H]1O[C@@H](n2cnc3c(Nc4ccccc4)ncnc32)[C@H](O)[C@@H]1O
  -0.3	-2	1.7	-13	3	0.1	1	2	11
10) CCOC(=O)C1CCN(Cc2cnc(Oc3ccc(OC)cc3)s2)CC1
  0.5	-10	0.5	8	-8	-0.6	7	-13	10
9) COC(=O)c1ccsc1NC(=O)CSc1nnnn1-c1ccccc1SC
  4.8	-11	10	-1	-22	2.2	-4	20	10
16) COc1cccc(CN2CCNC(=O)C2CC(=O)N(C)Cc2cnccn2)c1OC (stereo unspecified)
  -0.2	-19	-0.7	6	13	-0.3	-2	2	10
7) O=C(COC(=O)c1cc(S(=O)(=O)N2CCCCC2)ccc1N1CCOCC1)c1ccccc1Cl
  -0.3	.	.	.	.	.	2	-2	-8
12) O=C(NCC1CCCO1)c1ccc2c(=O)n(CC3CCCO3)c(SCC(=O)N3CCCC3)nc2c1 (stereo unspecified)
  4.0	-26	0.6	-6	-19	-1.1	-6	-16	16

Later entries.
Second line of a record – CHO-K1 Ca ag	OXTR potentiator	V1R ag counter	GPR7 antagonist	CHO parental Ca	OXTR agonist	CHO-K1 Ca antag	TAAR1 antag	M1 PAM parental
21) Cc1ccc(S(=O)(=O)NCc2cc(=O)n(C)c(=O)n2C)cc1C
  0.4	-6	-0.5	0	-10	-0.1	-12	-5	0
22) COc1ccc(OC)c(NS(=O)(=O)c2ccc(Cl)s2)c1
  0.8	1	-0.6	6	-3	-1.1	-11	2	25
23) COc1ccc(-c2[nH]ncc2CN(C)Cc2cnccn2)c(OC)c1
  0.4	0	0.7	0	5	0.3	-15	-2	13
24) CSCCC(CO)NC(=O)OCc1ccccc1 (stereo unspecified)
  0.6	1	-0.2	-15	-12	3.1	-14	-9	21
25) O=C(C1CCN(S(=O)(=O)c2cccs2)CC1)N(c1ccccn1)C1CCCCC1
  0.1	-10	-1.4	-6	-19	-3.0	-10	8	12
26) COc1ccc(S(=O)(=O)N2CCN(C3Cc4ccccc4C3)CC2)cc1
  0.8	-1	-0.2	-4	-12	-1.0	-10	8	15
27) Cc1ccc(NC(=O)C2CCCN(S(=O)(=O)c3cccc4nonc34)C2)cc1 (stereo unspecified)
  0.1	-8	2.3	-7	13	14	5	12	13
28) O=C1C=C(NCc2ccc(Cl)c(Cl)c2)C2(CCCCC2)O1
  5.2	-21	11	17	-19	9.6	-1	13	8
29) Cc1cccc(N2CCN(C(=O)c3ccc4ncsc4c3)CC2)c1C
  0.4	.	.	15	.	.	-14	-19	23
30) O=C(Nc1cccc(Cl)c1)c1cccc(N2C(=O)C3CC=CCC3C2=O)c1 (stereo unspecified)
  17*	-13	12	12	-3	10	-2	46	6
31) CC(C)c1ccc(-c2c(NCCc3ccccc3)c(=O)c2=O)cc1
  0.9	-8	0.8	-11	1	-0.1	-5	-4	-9
32) CC1=CC2=NC(=O)CC(C)(C(=O)N(CC(=O)NC(C)(C)C)Cc3cccs3)N2C=C1 (stereo unspecified)
  0.2	4	0.7	-16	-9	0.5	-17	-5	14
33) CCCCn1c(N)c(N(CC(C)C)C(=O)Cc2ccc3c(c2)OCCO3)c(=O)[nH]c1=O
  0.8	-8	2.7	.	-12	0.8	-2	8	6
34) Cc1onc(-c2ccccc2)c1C(=O)N1CCCCCC1
  0.2	-4	-0.2	-11	-16	-1.1	0	-27	2
35) COc1cccc(C=NCCNC(=O)c2nonc2N)c1O
  0.2	-2	1.1	-10	-7	-0.2	-4	5	12
36) Cc1ccc(S(=O)(=O)N2C[C@]3(O)C[C@@H]4C(=O)N(c5ccccc5)C(=O)[C@@H]4C[C@]3(OC(=O)NC3CC3)C2)cc1
  0.0	.	.	.	.	.	-3	-20	5
37) O=C(COC(=O)c1cc(Br)ccc1O)NC1CCCCCC1
  -0.1	-3	0.0	.	-4	0.5	11	-10	7
38) COc1ccc(/C=C/C(=O)O/N=C(\N)c2ccccc2)cc1OC
  0.7	-5	0.7	-10	-23	0.0	0	3	-4
39) COc1cc(C(=O)OCC(=O)N2CCCCCC2)c([N+](=O)[O-])cc1OC
  3.8	-6	0.6	.	-19	0.8	-10	26	-13
40) CCC(C)NC(=O)Cn1cnc2sc(C)c(S(=O)(=O)N3CCCCC3)c2c1=O (stereo unspecified)
  0.2	-3	3.0	-6	-15	0.1	-9	-8	2
41) O=C(c1ccccc1-c1ccccc1)N1CCOCC1
  -0.4	-5	0.5	13	1	0.0	0	2	-4
42) COC(=O)CC(c1ccccc1F)N1Cc2ccccc2C1=O (stereo unspecified)
  0.4	5	1.9	-8	-23	-0.9	-11	-6	12
43) NC(=O)c1ccc(NC(=O)Nc2ccc3c(c2)OCO3)cc1
  1.3	-8	1.3	6	-2	-0.3	-4	1	5
